Rab9 prom act: activates the Rab9 promoter. Huh7 Rab9 promoter-luciferase reporter, luminescence, 24 h. Potency, µM (top dose mostly 9.22 µM), without a hit: at the top dose activation, negative = inhibition, most hits filed as activators. actives 2.8% (n = 320,000). AID 485297; also: potency is read from the fitted curve at half-maximal effect; % of control where 0% means no effect; nearly all actives have a fitted effect of over 60% in size
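Rab9 promoter-driven luciferase in stably transfected Huh7 cells; 1500 cells/well rested 2 h, exposed to compound in DMSO for 24 h at 37 °C, 5% CO2. Luminescence read 10 min after adding luciferase reagent at ambient temperature.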
PKM2 activator: activators of human pyruvate kinase M2; P14618; purified PKM2, Kinase-Glo ATP luminescence, activation; response scale: 0% is enzyme alone, no compound; Potency, µM (titrated, usually from 57.5 µM), without a hit: top-dose activation, usual class: activators; actives 0.34% (n = 260,000); also: potency is read from the fitted curve at half-maximal effect; % is scaled to controls: 0 for no effect and ±100 for the full control effect; nearly all actives have a fitted effect of over 55% in size
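hPK-M2, >95% pure; 0.1 mM ADP / 0.5 mM PEP final; imidazole pH7.2 buffer w/ 7 mM MgCl2, 50 mM KCl; 1 h RT; Kinase-Glo lum. Intermediate enzyme activity for dual inhibitor/activator qHTS.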
p53 reactivator: mutant p53 re-activation in reporter cells | H1299 p53-A138V BP100-luciferase reporter, luminescence, 24 h | actives 0.063% (n = 320,000) | AID 504706 | Potency, µM (titrated, usually from 92.2 µM), without a hit: top-dose activity change, positive = activation, hits mostly activators; also: potency is read from the fitted curve at half-maximal effect; % of control where 0% means no effect; nearly all actives have a fitted effect of over 45% in size
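p53-null H1299 cells stably carrying temperature-sensitive p53-A138V and a BP100-luciferase reporter were pinned with compounds (4-point, 1:5 series) and held 24 hrs at 37 deg C. Luminescence was read 10 min after detection reagent.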
NPC1 prom act: activates the NPC1 promoter | Huh7 NPC1 promoter luciferase reporter, 24 h | actives 2.4% (n = 320,000) | Potency, µM (top dose mostly 9.22 µM), for inactives: at the top dose activation, actives largely listed as activators | AID 485313;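 also: potency is read from the fitted curve at half-maximal effect; % of control where 0% means no effect; nearly all actives have a fitted effect of over 60% in size; reporter is driven by a mutant NPC1 promoter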
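Stably transfected Huh7 (NPC1 promoter→luciferase), 1500 cells/well in Opti-MEM + 10% FBS, 2 h settle, then compound 24 h at 37 °C. Luminescence after 10 min with Amplite reagent.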
RORg inh: inhibitors of mouse ROR gamma transcriptional activity | P51450 | Drosophila S2 Gal4-RORgamma UAS-luciferase reporter, 20 h | Potency, µM (titrated, usually from 53.6 µM), inactives show top-dose activity change, negative = inhibition, most hits filed as inhibitors | actives 5.4% (n = 310,000); also: potency is read from the fitted curve at half-maximal effect; % is scaled to controls: 0 for no effect and ±100 for the full control effect; nearly all actives have a fitted effect of over 60% in size
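Stably transfected Drosophila Schneider cells are the test system, with ROR gamma fused to Gal4 and luciferase under UAS control; luminescence is read after 20 hr of 700 uM copper sulfate induction at ambient temperature.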
FLuc modulator: inhibits or activates purified firefly luciferase, miR-21 counter-screen | P08659 | purified FLuc, Km substrates, luminescence inhibition | Potency, µM (highest dose often 57.5 µM), inactives show top-dose activity change, negative = inhibition, usual class: inhibitors | actives 6.9% (n = 360,000);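 also: potency is read from the fitted curve at half-maximal effect; plate controls were vehicle for no effect and reference inhibitor for full effect; nearly all actives have a fitted effect of over 55% in size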
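Purified P. pyralis luciferase (10nM final) with 10uM D-luciferin and 10uM ATP (Km levels) in 50mM Tris acetate pH 7.5, 10mM Mg acetate, 0.01% Tween-20, 0.05% BSA; qHTS 6-point titration, ~60 µM downward; luminescence read.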
Gal4-VP16 FLuc: counter-screen for ROR gamma inhibitors: Gal4-VP16 reporter | Drosophila S2 Gal4-VP16 UAS-luciferase, luminescence, 20 h | Potency, µM (series often up to 53.6 µM), inactives show top-dose activity, negative = inhibition, actives largely listed as inhibitors | actives 3.5% (n = 310,000);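 also: Gal4-VP16 expression switched on by copper sulfate through the metallothionein promoter; potency is read from the fitted curve at half-maximal effect; % is scaled to controls: 0 for no effect and ±100 for the full control effect; nearly all actives have a fitted effect of over 50% in size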
Menin MLL FP TR: displaces Texas Red mutant MLL peptide from human menin | Menin + Texas Red MLL mutant peptide, fluorescence polarization | O00255 | actives 0.23% (n = 270,000) | Potency, µM (series often up to 61.6 µM), for inactives: top-dose FP activity change, negative = inhibition, actives largely listed as inhibitors; active = well fitted inhibition curve with a large enough effect in the polarisation, with a control signal flat, not every such curve was filed as active; inconclusive = small, poorly fitted or top-dose-only effect, or effect the other way, or a change in a side signal; inactive = no such curve, though single readings can be large or run the other way; the % refers to the polarisation; also: potency is read from the fitted curve at half-maximal effect; % of control where 0% means no effect; many of its hits are not listed in these tables
Target sequence (O00255 whole entry, looked up): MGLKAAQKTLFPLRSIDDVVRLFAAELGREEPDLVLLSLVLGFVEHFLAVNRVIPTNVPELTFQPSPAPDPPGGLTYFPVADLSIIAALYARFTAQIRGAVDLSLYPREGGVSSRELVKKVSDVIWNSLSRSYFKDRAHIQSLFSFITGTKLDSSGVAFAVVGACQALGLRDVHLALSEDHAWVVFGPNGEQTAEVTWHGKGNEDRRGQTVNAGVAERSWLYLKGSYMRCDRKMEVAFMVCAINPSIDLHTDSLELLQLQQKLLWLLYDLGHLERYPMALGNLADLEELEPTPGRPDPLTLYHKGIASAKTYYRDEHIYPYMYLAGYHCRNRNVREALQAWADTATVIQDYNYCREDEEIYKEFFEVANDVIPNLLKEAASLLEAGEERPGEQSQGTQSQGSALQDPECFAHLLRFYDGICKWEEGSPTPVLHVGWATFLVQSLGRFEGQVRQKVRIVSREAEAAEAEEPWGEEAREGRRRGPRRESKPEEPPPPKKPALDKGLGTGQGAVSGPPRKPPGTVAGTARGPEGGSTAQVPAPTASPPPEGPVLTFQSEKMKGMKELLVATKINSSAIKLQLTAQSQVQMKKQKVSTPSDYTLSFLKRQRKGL
Giardia kill: kills Giardia lamblia; actives 0.15% (n = 340,000); AID 540267; activity change, % at 7.66 µM, hits read low; Giardia lamblia trophozoite viability; in the data active = activity change below about -80%; inconclusive = between about -30% and that limit;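 also: parasites exposed to compound for two days anaerobically before the ATP read; % is scaled to controls: 0 for no effect and ±100 for the full control effect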
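Media and compound were dispensed first, then trophozoites at 100 cells/well; plates sat 48 hrs at 37 deg C without oxygen before ATP luminescence reagent was added and read after 15-30 min at room temperature.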
ELG1 genotoxic: inducers of genotoxicity in HEK293T ELG1-luciferase cells; HEK293T ELG1-luciferase reporter, luminescence, 16 h; Potency, µM (titrated, usually from 46 µM), inactives show at the highest dose activity change, positive = activation, hits mostly activators; actives 1.3% (n = 330,000); AID 504466; also: potency is read from the fitted curve at half-maximal effect; % of control where 0% means no effect; nearly all actives have a fitted effect of over 60% in size
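Luminescence read-out: rising ELG1-luciferase signal, reflecting elevated ELG1 protein under genetic stress, flags genotoxic compounds. Cells were treated for 16 hr at 37 °C before ONE-Glo detection.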
BRCA1 expr act: BRCA1 expression activation | actives 1.1% (n = 380,000) | AID 624202 | MCF7-BRCA1-FFLuc reporter, luminescence, 48 h; response scale: scaled: vehicle 0%, 10 µM genistein 100% | Potency, µM (series often up to 46.1 µM), without a hit: at the highest dose activation, usual class: activators; also: potency is read from the fitted curve at half-maximal effect; nearly all actives have a fitted effect of over 80% in size; some results filed as inactive show a strong effect at the top dose
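Cells: MCF7-BRCA1-FFLuc, 2000/well. Exposure: 48 h, 37 °C, 5% CO2. Read: luminescence, 15 min post-substrate. Controls: genistein 10 microM (maximal activation), DMSO (neutral).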
Numbers without * were called inactive; ? = inconclusive; . = no result given; & = joins results of further samples; [ ] = another dose, or the depositor's remark. Unless noted, calls follow the shape of the dose curve; as a rule, active = well fitted curve in the direction sought with a large enough effect; inconclusive = small, poorly fitted or top-dose-only effect, or another doubt; inactive = no such curve, though single readings can be large; an effect the other way counts as inactive or inconclusive. A portion of the library, so the mix of outcomes need not match the whole.

SMILES,Rab9 prom act,PKM2 activator,p53 reactivator,NPC1 prom act,RORg inh,FLuc modulator,Gal4-VP16 FLuc,Menin MLL FP TR,Giardia kill,ELG1 genotoxic,BRCA1 expr act
NCCNC(=O)Cc1cccc(NC(=O)Cc2ccc(Nc3ncnc4c3ncn4[C@@H]3O[C@H](CO)[C@@H](O)[C@H]3O)cc2)c1,-2%,-14%,3%,3%,5%,-12%,-1%,.,?,?,1%
Cc1ccccc1NC(=O)CSCCO,-5%,-4%,3%,-2%,-10%,-2%,-2%,-1%,-14,2%,-3%
C/C(=C\c1ccccc1)C(=O)Nc1nc2ccc([N+](=O)[O-])cc2s1,13%,-1%,?,29%,45%[10 µM],?,-10%,?,29,7%,?
CCOc1ccc(NC(=O)CN(C)C(=O)CC2CCCCC2)cc1OCC,-6%,.,0%,-1%,.,2%,.,.,-5,1%,-21%
COC(=O)c1c(N)nc(C)n1-c1ccc(OC)cc1,0%,0%,4%,0%,-9%,6%,-1%,0%,-15,-7%,-1%
O=C(Nc1nc(-c2ccc(F)c(F)c2)cs1)c1cc([N+](=O)[O-])ccc1N1CCOCC1,-2%,1%,8%,-2%,-3%,4%,-1%,0%,5,4%,-20%
CCOC(=O)C1CCN(C2CCN(C(=O)c3oc4c(C)c(C)ccc4c3C)CC2)CC1,?,-5%,3%,?,-2%,4%,0%,.,16,18%,108%
NCc1cccc(CNc2ccc([N+](=O)[O-])cc2C(N)=O)c1,3.2µM*,.,?,?,.,-2%,.,.,15,?,20%
COc1ccc(/C=N/OCC(=O)NC(c2ccccc2)c2ccccc2)cc1OC,-32%[inhibitor],-1%,-4%,-23%,?,3%,1.6µM*,-7%,?,10%,-49%
O=C1CS/C(=N\c2ccccn2)N1C1CCCCC1,-1%,-4%,15%,-2%,-20%,0%,-12%,-5%,21,0%,3%
O=C(c1ccc2c(=O)n(Cc3ccc(Cl)cc3)c(=S)[nH]c2c1)N1CCCC1,1%,.,-6%,1%,5µM*,-1%,?,10%,-5,-2%[9.26 µM],-17%
O=C1CN(C(=O)COc2ccccc2Cl)c2ccccc2N1,0%,.,0%,-6%,.,-9%,.,.,18,0%,37%
O=C(CN(Cc1ccco1)C(=O)CNS(=O)(=O)c1ccc(F)cc1)NCc1ccccc1,-1%,.,-1%,4%,43%,1%,-6%,.,20,-4%,-2%
O=S(=O)(Nc1ccc(Br)cc1)N1CCOCC1,8%,0%,.,-1%,.,5%,.,-16%,-21,-3%,-18%
O=C(c1cccc(C(F)(F)F)c1)C1CCCN(C(=O)CN2CCOC2=O)C1 (configuration not stated),9%,-15%,11%,-1%,13%,-10%,?,.,7,8%,-6%
Fc1ccc(/C=N/Nc2nnnn2-c2ccccc2)cc1,-6%,2%,1%,-6%,11µM*,-13%,?,1%,2,4%,0%
CCN(CC)c1ccc(NC(=O)CN2CCN(c3nc(C)cc(C)n3)CC2)cc1,-4%,1%,3%,-8%,-22%,5%,-3%,-7%,10,-9%,1%
COc1ccc(CCN2CC(C(=O)NCCc3ccc(C(F)(F)F)cc3)CCC2=O)cc1 (configuration not stated),3%,.,-2%,2%,45%,-1%,-3%,.,-6,-7%,-2%
O=C1COc2ccc(C(=O)COC(=O)c3ccco3)cc2N1,-1%,1%,5%,0%,32%,12µM*,-2%,.,?,1%,2%
OC(CNCc1cccs1)c1ccccc1 (configuration not stated),-1%,.,-3%,-1%,19%,0%,-13%,10%,-11,-1%,11%
C=CCNc1nc2c(c(=O)[nH]c(=O)n2C)n1CCCCC,-9%,12%,-16%,5%,2%,1%,0%,?,10,?,-21%
Cc1ccc(Sc2ccc(C(=O)NC(C)C)cc2[N+](=O)[O-])cc1,-2%,-1%,3%,1%,25%,1%,1%,?,-7,0%,2%
COc1cc(NC(=O)Cn2ccsc2=N)cc(OC)c1,-2%,6%,2%,4%,-8%,4%,-4%,.,17,-4%,-9%
COc1ccc(CNC(=O)CN(Cc2ccccc2)C(=O)CCC(=O)Nc2ccccn2)cc1,-1%,4%,-3%,0%,22%,1%,-3%,0%,8,-12%,-9%
O=C(c1nc2ccccn2c1CN1CCCC(OCc2ccccc2)C1)N1CCCC1 (configuration not stated),-8%,1%,-3%,-4%,-10%,2%,1%,-6%,-9,-7%,-11%

Another view of part of the listing above:
Results follow in this order: Rab9 prom act | PKM2 activator | p53 reactivator | NPC1 prom act | RORg inh | FLuc modulator | Gal4-VP16 FLuc | Menin MLL FP TR | Giardia kill | ELG1 genotoxic | BRCA1 expr act
CCN(CC)c1ccc(NC(=O)CN2CCN(c3nc(C)cc(C)n3)CC2)cc1
→ -4% | 1% | 3% | -8% | -22% | 5% | -3% | -7% | 10 | -9% | 1%
COc1ccc(CCN2CC(C(=O)NCCc3ccc(C(F)(F)F)cc3)CCC2=O)cc1 (configuration not stated)
→ 3% | . | -2% | 2% | 45% | -1% | -3% | . | -6 | -7% | -2%

Back to the main list, starting 2 compounds before the break.
SMILES,Rab9 prom act,PKM2 activator,p53 reactivator,NPC1 prom act,RORg inh,FLuc modulator,Gal4-VP16 FLuc,Menin MLL FP TR,Giardia kill,ELG1 genotoxic,BRCA1 expr act
COc1ccc(CNC(=O)CN(Cc2ccccc2)C(=O)CCC(=O)Nc2ccccn2)cc1,-1%,4%,-3%,0%,22%,1%,-3%,0%,8,-12%,-9%
O=C(c1nc2ccccn2c1CN1CCCC(OCc2ccccc2)C1)N1CCCC1 (configuration not stated),-8%,1%,-3%,-4%,-10%,2%,1%,-6%,-9,-7%,-11%
CC(C(=O)Nc1nccs1)N1C(=O)c2ccccc2S1(=O)=O (configuration not stated),-6%,.,-3%,2%,.,2%,.,.,6,0%,11%
CCOc1ccc(NC(=O)C(CC)n2nc(C)c3c(C)n(-c4ccccc4)nc3c2=O)cc1 (configuration not stated),-3%,.,-7%,-1%,-41%,-9%&-10%,-4%,.,32[activator],-2%,7%
O=C(NC(=S)NC1CCSC1=O)c1ccccc1F (configuration not stated),-1%,-3%,-4%,-2%,-30%,1%,-6%,9%,17,0%,18%
O=C(CCNC(=O)c1ccco1)Nc1ccc(Cl)cc1F,-4%,-9%,0%,-4%,20%,4%,-8%,-2%,-19,0%,2%
COc1ccc(S(=O)(=O)N2CCOC2CNC(=O)C(=O)NCCc2ccccc2)cc1OC (configuration not stated),2%,2%,.,-1%,1%,1%,2%,-17%,5,2%,-26%
COc1ccc(OC)c(NC(=O)CC2C(=O)NCCN2C(=O)Nc2cccc(Cl)c2)c1 (configuration not stated),-3%,1%,-8%,-1%,2%,7%,13%,13%,-7,2%,-2%
COc1ccccc1NC(=O)N1CCCC(C(=O)Nc2cccc(C)c2C)C1 (configuration not stated),0%,-2%,-13%,-2%,-21%,3%,-2%,2%,-24,0%,10%
COc1cc(S(=O)(=O)NCc2ccccc2)ccc1-n1cnnn1,-1%,.,-4%,-4%,8%,5%,7%,8%,2,-6%,-5%
COc1ccc(CC(=O)Nc2cccc(-c3cn4ccccc4n3)c2)cc1,23%,1%,15%,2%,36%,8.5µM*,4%,9%,-9,-3%,74%
CN(C)CCn1c(NCc2ccc3c(c2)OCO3)nc2ccccc21,0%,-1%,.,0%,-39%,5%,11%,-8%,0,0%,19%
Cn1ncc2c(NNC(=O)c3ccc(Cl)c(Cl)c3)ncnc21,-4%,0%,11%,1%,0.32µM*,?,1.1µM*,-1%,5,1%,-10%
Cc1ccc(N(Cc2ccccc2)C(=O)c2cccc(S(=O)(=O)N3CCN(C)CC3)c2)cc1,2%,.,0%,0%,.,?,.,.,2,-2%,-23%
C=CCNC(=O)CN1c2cccc3cccc(c23)S1(=O)=O,2%,.,-2%,0%,6%,-2%,4%,-11%,-12,0%,-18%
COc1cccc(C2NC(C)(C(=O)O)C3C(=O)N(C(C)C)C(=O)C23)c1O (configuration not stated),-13%,1%,2%,1%,-23%,1%,-4%,-1%,-21,-2%,0%
c1cnc2c(OCc3nc4ccccc4[nH]3)cccc2c1,2.2µM*,-4%,?,4µM*,?,9.5µM*,?,-18%,-3,?,65%
O=C(COC(=O)c1cc(=O)c2ccccc2o1)NC1CCCC1,0%,-17%,-2%,-12%,20%,-4%,-17%,-8%,26,-1%,-6%
